Bioassay records (PubChem BioAssay)
EBNA-1 inh: EBNA-1 DNA-binding inhibitors, primary screen, biochemical, fluorescence polarization; AID 1950, 2009; inhibition, % at 14.8 µM; 300,000 compounds, 0.34% hits; in the data active = inhibition above about 28%
MEX-5 binding: MEX-5 zinc finger RNA-binding disruptors – biochemical, C. elegans, fluorescence polarization, MLPCN library, primary screen; Zinc finger protein mex-5 (Caenorhabditis elegans), Q9XUB2; MEX-5/FITC-TCR2 RNA binding; stronger effect = lower value; activity score (negative = inhibition of binding), % at 10 µM; 300,000 compounds, 0.38% hits; AID 1832, 2009;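 active = inhibition past about -25% in most replicates, and total fluorescence under double the plate's negative control median, limit read from the data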;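 note: 0% = DMSO and -100% = 5 µM competing unlabeled TCR2 RNA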
Target sequence (Q9XUB2 whole entry, looked up): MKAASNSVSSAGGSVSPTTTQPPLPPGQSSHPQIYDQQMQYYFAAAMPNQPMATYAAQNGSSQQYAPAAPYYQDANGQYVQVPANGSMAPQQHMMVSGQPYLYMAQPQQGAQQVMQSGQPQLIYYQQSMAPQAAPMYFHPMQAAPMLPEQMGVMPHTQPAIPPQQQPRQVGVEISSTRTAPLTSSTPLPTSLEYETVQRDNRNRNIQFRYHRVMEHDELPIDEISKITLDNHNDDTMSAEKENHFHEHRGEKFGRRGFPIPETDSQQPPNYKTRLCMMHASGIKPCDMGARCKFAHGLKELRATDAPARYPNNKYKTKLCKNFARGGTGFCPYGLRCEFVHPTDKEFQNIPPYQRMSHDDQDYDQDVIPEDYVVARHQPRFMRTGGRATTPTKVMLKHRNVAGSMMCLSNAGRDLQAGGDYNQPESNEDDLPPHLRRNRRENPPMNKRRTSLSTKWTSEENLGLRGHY
Efflux pump mplx: inhibitors of Candida efflux pumps in yeast, primary screen, S. cerevisiae, Nile Red, multiplex. 330,000 compounds, 0.44% hits. inhibition, % at 10 µM. AID 485275, 2010. S. cerevisiae Candida pump triplex;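 active = plate passing quality check with inhibition over a set limit, or well fluorescence over plate mean plus 4 SD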;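 note: Nile Red retained in pooled yeast measured as flow cytometry median fluorescence; 0% = buffer negative control and 100% = Enniatin B positive control; higher means more Nile Red kept so more efflux inhibition; some compounds called inactive have numbers as strong as hits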
CR mimetic SO: reduction of superoxide in aged yeast, primary screen, HTS; 330,000 compounds, 0.18% hits; S. cerevisiae aged cells, superoxide DHE fluorescence; stronger effect = lower value; superoxide response (% of plate mean), % at 10 µM;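 active = superoxide response under a set limit, about three screen SD below normal, cut at about 65% in these data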;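 note: yeast aged for seven days with compound at 30 °C before DHE staining; 100% = average MFI of all compound-treated wells on the plate with controls excluded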
GLD-1 RNA inh: GLD-1/TGE RNA complex disruptors, primary screen, biochemical, fluorescence polarization; purified GLD-1 + fluorescein TGE RNA; inhibition, % at 5.96 µM; 320,000 compounds, 0.44% hits; AID 2280, 2010;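 active = percent inhibition above a per-plate cutoff, the plate mean of test compounds plus 3 SD, cut at about 30% in these data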;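 note: 0% = DMSO wells with GLD-1 and probe and 100% = wells lacking GLD-1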
Bcl-xL primary: inhibitors of human Bcl-xL, primary screen, biochemical, fluorescence polarization, HTS. Bcl-2-like protein 1 (Homo sapiens), Q07817. GST-Bcl-xL / FITC-Bim BH3 peptide fluorescence polarization. inhibition, % at 10.9 µM. 320,000 compounds, 0.7% hits;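 active = inhibition above the mean of all tested compounds plus 3 SD, cutoff set per campaign, cut at about 30% in these data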;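 note: 0% = DMSO wells and 100% = unlabeled Bim-BH3 peptide competitor; inhibitors lower millipolarization by displacing the labeled peptide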
Target sequence (Q07817 whole entry, looked up): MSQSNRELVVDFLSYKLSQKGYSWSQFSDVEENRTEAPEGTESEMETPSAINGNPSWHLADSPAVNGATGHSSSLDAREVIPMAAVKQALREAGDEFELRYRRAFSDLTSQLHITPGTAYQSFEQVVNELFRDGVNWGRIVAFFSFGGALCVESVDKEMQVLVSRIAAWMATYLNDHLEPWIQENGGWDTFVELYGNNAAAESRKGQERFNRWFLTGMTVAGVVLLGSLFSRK
ZTA counter: ZTA (EBV) inhibition in EBNA-1 counter-screen. inhibition, % at 11 µM. 320,000 compounds, 0.15% hits. ZTA-DNA binding, fluorescence polarization. P03206; in the data active = inhibition above about 33%
Target sequence (P03206 whole entry, looked up): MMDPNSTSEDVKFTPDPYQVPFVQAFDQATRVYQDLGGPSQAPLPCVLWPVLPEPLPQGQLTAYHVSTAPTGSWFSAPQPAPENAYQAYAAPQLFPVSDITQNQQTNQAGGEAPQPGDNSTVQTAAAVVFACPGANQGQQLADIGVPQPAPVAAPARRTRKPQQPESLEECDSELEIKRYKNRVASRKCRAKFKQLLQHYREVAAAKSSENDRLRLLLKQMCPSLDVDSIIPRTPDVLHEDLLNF
Fam108B counter: mouse Fam108B serine hydrolase inhibitors, primary screen, counter-screen for RBBP9 inhibitor project, biochemical, fluorescence polarization; recombinant Fam108B, FP-Rh probe fluorescence polarization; inhibition, % at 9.51 µM; 300,000 compounds, 0.33% hits; AID 1947, 2009;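 active = inhibition above the screen mean inhibition plus 3 SD, computed separately per campaign, cut at about 18% in these data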;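 note: inhibitors lower polarization as less probe binds the enzyme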
MCL1-BIM inh: inhibitors of MCL1 binding to BIM-BH3, primary screen, biochemical, fluorescence polarization. Induced myeloid leukemia cell differentiation protein Mcl-1 (Homo sapiens), Q07820. GST-MCL1 / FITC-Bim-BH3 fluorescence polarization. inhibition, % at 10.9 µM. 320,000 compounds, 0.68% hits;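 active = inhibition above the mean inhibition of all tested compounds plus 3 SD, set per campaign, cut at about 40% in these data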;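 note: 0% = DMSO wells and 100% = unlabeled Bim-BH3 peptide control; higher means more loss of mP so more displacement of Bim peptide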
Active calls of the source: *; / = no result given. This is a random part of the collection; about 2.3% have a hit in one of these screens.

SMILES | EBNA-1 inh | MEX-5 binding | Efflux pump mplx | CR mimetic SO | GLD-1 RNA inh | Bcl-xL primary | ZTA counter | Fam108B counter | MCL1-BIM inh
COC(=O)c1nc(N)sc1C | 1.3 | 1.8 | 0.1 | 111.6 | -2.5 | -3.2 | -1.1 | -7.1 | 4.6
Cc1c(Cl)c([N+](=O)[O-])nn1CCCC(=O)Nc1cc(Cl)ccc1Cl | 5.8 | 0.0 | 0.2 | 110.4 | 4.2 | 5.8 | 5.9 | -1.8 | 4.2
Cc1cccc(Nc2nc(-c3ccc4c(c3)OCCO4)cs2)c1 | 3.7 | 2.1 | -0.2 | 99.6 | -0.8 | 2.4 | -1.7 | 9.1 | 5.8
Cc1ccccc1N(CC(=O)NC(C)(C)C)C(=O)CS(=O)CC(=O)Nc1ccc2c(c1)OCO2 (configuration not stated) | 8.0 | -1.3 | -0.1 | 104.2 | -10.0 | -0.7 | 11.6 | -3.2 | -7.3
COc1ccc(C2NC(=S)NC(O)(C(F)(F)F)C2C(=O)c2cccs2)cc1 (configuration not stated) | 0.9 | -0.9 | -0.1 | 99.5 | 2.6 | 9.2 | -6.8 | 1.6 | 1.3
COc1c(C(=O)NNC(=O)c2ccccc2)csc1Br | 8.2 | 2.6 | -0.1 | 89.5 | -2.8 | -0.4 | -4.4 | 2.8 | 7.9
C=CCn1c(SCC(=O)c2c(N)n(C)c(=O)n(C)c2=O)nc2sc(C)c(C)c2c1=O | -6.2 | 0.4 | 0.3 | 121.8 | -10.6 | -4.8 | 14.1 | -6.8 | 1.4
CCC1(c2ccc(F)cc2)NC(=O)N(CC(=O)Nc2ccccc2Cl)C1=O (configuration not stated) | -1.7 | 1.2 | 0.1 | 102.0 | 3.0 | -5.9 | 7.7 | 0.5 | -6.0
COC(=O)c1cc2occc2n1Cc1cccc(C)c1 | 1.7 | 2.0 | -0.1 | 103.4 | 1.0 | 4.6 | -0.7 | 2.1 | 4.2
CC(C)NC(=S)N1CCN(S(=O)(=O)c2cccc(C(F)(F)F)c2)CC1 | -4.0 | 0.4 | 0.1 | 92.5 | 6.9 | -2.1 | -4.7 | 1.8 | 5.5
CC(C(=O)NC1(C#N)CCCCC1)N(C)CC(=O)Nc1ccc(Cl)c(Cl)c1 (configuration not stated) | / | / | 0.3 | 116.7 | -2.1 | 0.4 | -5.4 | / | -8.7
Cn1c(=O)n(C)c2cc(/C=N/NC(N)=S)ccc21 | 2.6 | -0.6 | 0.0 | 97.5 | 7.3 | 1.3 | 7.6 | -2.2 | 2.7
CN(c1ccccc1C(=O)Nc1cccnc1)S(C)(=O)=O | -5.7 | / | 0.3 | 115.5 | 7.2 | 9.8 | -6.9 | -4.3 | -3.4
O=C(CCCc1ccccc1)NCc1ccc(F)cc1 | -4.2 | 1.6 | 0.1 | 99.3 | -6.1 | -1.0 | -2.7 | -0.1 | -1.2
O=C(CCCN1C(=O)c2ccccc2C1=O)Nc1ccccc1C(=O)N1CCOCC1 | -4.2 | 2.0 | 0.0 | 105.9 | -7.6 | 4.5 | 11.4 | 7.5 | 2.5
CCOC(=O)CNc1c(-c2ccc(Cl)cc2)nc2cnccn12 | 8.6 | -8.4 | 0.1 | 94.2 | 1.1 | 28.0 | -3.1 | 1.6 | 25.9
O=[N+]([O-])c1ccc(Cl)c(S(=O)(=O)Nc2cccc(-c3ccc(N4CCOCC4)nn3)c2)c1 | -4.4 | -0.7 | -0.1 | 101.9 | 6.3 | 6.3 | -6.7 | 2.2 | 8.4
COc1ccc(CCn2c(S)nc3ccccc3c2=O)cc1 | -14.6 | -0.2 | 0.1 | 103.9 | 1.8 | 2.8 | -11.4 | -6.2 | 1.7
CCOc1ccc(NC(=O)CN(C)C(=O)c2cccnc2Sc2ccc(C)c(C)c2)cc1OCC | 5.4 | -0.8 | 0.3 | 118.5 | 0.3 | -5.0 | 1.7 | -2.1 | -12.4
CCOC(=O)CC1COc2ccccc2N1C(=O)c1ccc(F)cc1 (configuration not stated) | 0.8 | 2.4 | -0.3 | 91.0 | 3.3 | 3.3 | 13.0 | 4.2 | 4.2
COc1ccc(CN2CC(=O)N(c3ccc(C)cc3)C2=S)cc1OC | -12.0 | 1.9 | -0.5 | 88.0 | 4.2 | 3.8 | -19.1 | 8.5 | 5.5
O=C1N=C(N2CCN(c3ccccc3)CC2)S/C1=C\c1cn[nH]c1-c1ccccc1 | 138.2* | -4.9 | 0.0 | 94.2 | -1.4 | 4.6 | 2.3 | -1.9 | -3.0
CCc1ccc(C(=O)OCC(=O)NCC(F)(F)F)cc1 | 9.6 | -0.1 | 0.0 | 87.2 | 6.7 | -2.8 | 1.6 | -7.4 | 0.5
Cc1ccc(C(=O)Nc2cccc(NC(=O)c3ccc(C)o3)n2)o1 | -8.2 | -9.7 | 0.4 | 113.4 | 1.2 | 2.7 | -12.6 | 0.9 | 2.8

Some of the entries above, set out differently:
O=[N+]([O-])c1ccc(Cl)c(S(=O)(=O)Nc2cccc(-c3ccc(N4CCOCC4)nn3)c2)c1
  EBNA-1 inh: -4.4 | MEX-5 binding: -0.7 | Efflux pump mplx: -0.1 | CR mimetic SO: 101.9 | GLD-1 RNA inh: 6.3 | Bcl-xL primary: 6.3 | ZTA counter: -6.7 | Fam108B counter: 2.2 | MCL1-BIM inh: 8.4
COc1ccc(CCn2c(S)nc3ccccc3c2=O)cc1
  EBNA-1 inh: -14.6 | MEX-5 binding: -0.2 | Efflux pump mplx: 0.1 | CR mimetic SO: 103.9 | GLD-1 RNA inh: 1.8 | Bcl-xL primary: 2.8 | ZTA counter: -11.4 | Fam108B counter: -6.2 | MCL1-BIM inh: 1.7

(more compounds)
SMILES | EBNA-1 inh | MEX-5 binding | Efflux pump mplx | CR mimetic SO | GLD-1 RNA inh | Bcl-xL primary | ZTA counter | Fam108B counter | MCL1-BIM inh
C=CCSc1nc(C)c2cc(C)cc(C)c2n1 | -6.0 | 0.0 | 0.0 | 106.4 | 1.1 | -3.4 | 3.7 | -2.9 | -4.7
O=[N+]([O-])/C(=C\Nc1ccc(F)cc1F)S(=O)(=O)c1ccccc1 | 12.9 | 0.0 | -0.1 | 93.7 | 5.3 | 2.6 | 2.9 | -0.8 | 3.6
C[C@@H]1CC[C@@]2(OC1)O[C@H]1C[C@H]3[C@@H]4CC=C5C[C@@H](O)[C@H](O)C[C@]5(C)C4CC[C@]3(C)[C@H]1[C@@H]2C (some centres not stated) | 4.7 | 2.1 | 0.1 | 94.3 | -7.9 | 7.2 | -8.0 | -1.1 | -3.2
O=C(CSc1nc2ccccc2c(=O)n1NC(=O)Cc1ccccc1)NCc1ccco1 | 11.9 | 0.8 | 0.0 | 103.7 | 7.5 | 2.4 | 20.4 | 0.1 | 1.5
CN1/C(=C/c2cccc[n+]2CCO)Sc2ccccc21 | -7.6 | 3.2 | 0.2 | 117.4 | -168.9 | -3.8 | -14.7 | 2.5 | -5.2
O=C(COc1ccccc1Cl)Nc1ccccc1C(=O)N1CCOCC1 | 5.7 | 0.6 | -0.1 | 95.7 | 5.3 | 2.3 | -10.8 | 3.3 | 1.8
Cn1c(SCC(=O)NCc2ccc3c(c2)OCO3)nnc1C1COc2ccccc2O1 (configuration not stated) | 0.6 | 4.8 | 0.0 | 100.4 | -6.2 | -2.9 | 0.2 | -1.4 | -5.5
O=C(Nc1cccc(NC(=O)c2ccc(-c3cccc(Br)c3)o2)c1)c1ccco1 | 7.2 | 1.9 | 0.5 | 97.9 | -9.1 | -5.4 | -4.0 | -30.2 | -9.3
Cc1nc2ccccc2c(=O)n1NC(=O)c1cccc(Cl)c1 | -17.6 | -2.1 | 0.1 | 97.1 | -5.1 | 1.7 | -3.7 | -19.5 | 4.7
O=C(O)c1ccc(/C=N\Nc2ccccn2)cc1 | -0.3 | -3.5 | -0.1 | 107.6 | -0.1 | 7.6 | -15.8 | -0.1 | 4.0
Cc1ccc(-c2cc(-c3ccc4c(c3)OCO4)c(C#N)c(N)n2)o1 | 0.8 | -2.7 | -0.1 | 98.2 | 5.5 | 2.9 | 1.2 | -7.6 | -2.3
CCC(NC(=O)c1ccccc1NC(=O)c1ccccc1)C(=O)NNC(=O)c1cccnc1 (configuration not stated) | 4.5 | / | 0.0 | 86.4 | -0.7 | -9.1 | 9.5 | -0.9 | 2.6
C/C(=N\NC(=O)c1cccc(S(=O)(=O)N2CCOCC2)c1)c1ccc(C#N)cc1 | -3.8 | 0.6 | 0.0 | 114.5 | -0.2 | 0.9 | -0.7 | -0.5 | 0.6
C/C(CC(=O)N1CCCC1)=N\NC(=O)c1cc2ccccc2cc1O | -14.0 | -0.1 | 0.2 | 118.4 | -7.8 | 10.2 | -4.9 | 5.6 | 10.6
CCOCCc1nnc(NC(=O)c2cccc(F)c2)s1 | 2.4 | 2.9 | 0.0 | 101.2 | -2.1 | 1.2 | -1.1 | -2.5 | 1.1
COc1ccc(-c2cc(C(=O)O)sc2C)cc1 | -9.8 | 1.5 | -0.1 | 133.8 | -3.8 | -2.1 | -9.6 | -0.8 | -5.8
Cc1cc(Nc2cccc(F)c2)n2nc(C)nc2n1 | -1.8 | 2.7 | 0.1 | 103.4 | 5.5 | 1.0 | 107.1* | 1.9 | 4.5
Cc1cc(=O)n2nc(N3CCC(C(=O)NCc4ccc(F)cc4)CC3)sc2n1 | -16.9 | -3.0 | 0.1 | 98.3 | -5.1 | -1.2 | 10.1 | 2.7 | 2.8
CC(C)OP(=O)(OC(C)C)C(O)c1cccc([N+](=O)[O-])c1 (configuration not stated) | -8.7 | 1.1 | -0.1 | 92.6 | 3.3 | 2.1 | -2.4 | 0.5 | 1.5
C[C@@H](NC(=O)[C@@H]1Cc2ccccc2CN1C(=O)OC(C)(C)C)C(=O)NCC1CCCO1 (some centres not stated) | 7.9 | 2.9 | -0.1 | 90.8 | 6.0 | -0.5 | -0.3 | -1.5 | -2.1
CCOC(=O)N1CCN(c2cc(=O)n(-c3cccc(Br)c3)c(=O)[nH]2)CC1 | -14.4 | 0.7 | 1.1 | 116.2 | -3.0 | 2.0 | -12.6 | -1.7 | -1.3
CC(=O)OC1CC(c2cc(C(C)(C)C)c(O)c(C(C)(C)C)c2)=NO1 (configuration not stated) | -10.4 | -2.8 | -0.3 | 98.3 | 3.2 | 8.2 | -12.0 | -0.4 | -0.5
Cc1cc2nnc(SCC(=O)NCC3CCCO3)n2c2ccccc12 (configuration not stated) | -4.3 | -0.3 | -0.1 | 101.6 | 10.7 | -2.7 | -4.1 | 1.6 | 5.8
COc1ccc(-c2c(C3=CCCCC3)oc3ccc(-c4ccc5c(c4)OCO5)cc23)cn1 | 11.7 | 0.4 | 0.4 | 95.8 | 2.5 | 2.6 | -4.5 | -2.3 | -1.9
COc1cccc(N2C(=NC(=O)C3CCCO3)SC3CS(=O)(=O)CC32)c1 (configuration not stated) | -9.8 | -0.2 | -0.3 | 86.3 | 1.3 | 5.8 | -20.2 | 2.9 | 10.5
COc1ccc(N2CCN(C(=O)COC(=O)CNC(=O)c3ccc(Cl)cc3Cl)CC2)cc1 | 11.3 | -0.4 | -0.1 | 97.5 | 0.1 | 1.4 | 18.4 | 1.6 | -5.3
